# JMJD2A Tudor inh: inhibitors of human JMJD2A Tudor domain. actives 4.4% (n = 390,000). O75164. AlphaScreen JMJD2A-Tudor / H3K4me3 peptide binding. Potency, µM (highest dose often 114 µM), inactives show at the highest dose activity change, negative = inhibition, most hits filed as inhibitors; also: potency is read from the fitted curve at half-maximal effect; % is scaled to controls: 0 for no effect and ±100 for the full control effect; nearly all actives have a fitted effect of over 50% in size
# Pol eta inh: DNA polymerase eta (human) inhibition; actives 1.2% (n = 390,000); Q9Y253; recombinant Pol eta, fluorescent DNA replication assay; AID 588591; Potency, µM (top dose mostly 114 µM), without a hit: at the highest dose activity change, negative = inhibition, hits mostly inhibitors; also: potency is read from the fitted curve at half-maximal effect; % is scaled to controls: 0 for no effect and ±100 for the full control effect
#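 Fluorescent replication assay: 50 nM final substrate added after a 15 min room-temperature compound preincubation with 10 nM enzyme. Signal taken at 0 min and again at 10 min.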
# PI4K2A inh: blocks human PI4K2A kinase activity | Q9BTU6 | purified PI4K2A, ADP-Glo luminescence, 1 h; stronger effect = lower value | activity change, negative = inhibition, % at 76.9 µM | actives 0.13% (n = 420,000) | AID 1346378; in the data active = activity change below about -50%; inconclusive = mostly about -30% to -49%;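 also: -100% = wells without enzyme as full effect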
#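 In this quantitative HTS, ADP production by PI4K2A was quantified luminescently after 1 h at ambient temperature; 100 microM adenosine served as plate-quality control.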
# Tb PGK inh: blocks T. brucei phosphoglycerate kinase; Potency, µM (highest dose often 57.5 µM), inactives show at the top dose activity change, negative = inhibition, hits mostly inhibitors; P07378; actives 0.043% (n = 380,000); PGK/GAPDH coupled, Kinase-Glo luminescence, 60 min; AID 602233; also: potency is read from the fitted curve at half-maximal effect; % is scaled to controls: 0 for no effect and ±100 for the full control effect; nearly all actives have a fitted effect of over 60% in size
#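 Luminescent ATP detection (Kinase-Glo Plus) follows a 60-minute room-temperature incubation, with wells lacking PGK as controls. Buffer: 100 mM TEA (pH 7.6), 5 mM MgCl2, 0.01% Tween-20. Coupling enzyme GAPDH (100 nM final) supplies unstable 1,3-BPG in-well.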
# Pin1 inh: inhibitors of human Pin1 | Q13526 | Pin1 FP peptide displacement, HiFluor488, 10 min | Potency, µM (series often up to 115 µM), without a hit: at the top dose activity, negative = inhibition, usual class: inhibitors | actives 0.009% (n = 390,000) | AID 504891; active = well fitted inhibition curve with a large enough effect in the polarisation, with a control signal flat, not every such curve was filed as active; inconclusive = small, poorly fitted or top-dose-only effect, or effect the other way, or a change in a side signal; inactive = no such curve, though single readings can be large or run the other way; the % refers to the polarisation; also: potency is read from the fitted curve at half-maximal effect; % is scaled to controls: 0 for no effect and ±100 for the full control effect
# G9a inh: inhibitors of human histone lysine methyltransferase G9a; G9a H3K9 monomethylation, AlphaScreen, 2 h; Potency, µM (series often up to 102 µM), without a hit: at the highest dose activity, negative = inhibition, actives largely listed as inhibitors; actives 8.8% (n = 350,000); AID 504332; also: potency is read from the fitted curve at half-maximal effect; % is scaled to controls: 0 for no effect and ±100 for the full control effect; nearly all actives have a fitted effect of over 75% in size
#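 AlphaScreen read-out: biotin-H3K9 peptide (500 nM) methylation by 20 nM enzyme with 20 uM SAM, 2 h at room temperature after 15 min compound preincubation; anti-monomethyl H3K9 antibody plus donor/acceptor beads, 10 min dark.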
# GLS inhibitor: glutaminase GLS (human) inhibition | actives 0.21% (n = 410,000) | Potency, µM (highest dose often 45.5 µM), without a hit: top-dose activity change, negative = inhibition, hits mostly inhibitors | GLS enzymatic activity, qHTS titration | AID 624170; also: potency is read from the fitted curve at half-maximal effect; % is scaled to controls: 0 for no effect and ±100 for the full control effect
#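 Assay buffer: 45 mM KH2PO4 pH 8.2, 0.02% Tween-20. hKGA acts on L-glutamine (1 mM solution added); product glutamate is reported by an oxidase/peroxidase Amplex Red coupling, with fluorescence taken at baseline and 30 min.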
# BAZ2B block: BAZ2B (human) inhibition; Potency, µM (titrated, usually from 114 µM), for inactives: at the highest dose activity change, negative = inhibition, most hits filed as inhibitors; Q9UIF8; AlphaScreen BAZ2B-H3K14Ac peptide displacement; actives 4.4% (n = 360,000); also: potency is read from the fitted curve at half-maximal effect; % is scaled to controls: 0 for no effect and ±100 for the full control effect; nearly all actives have a fitted effect of over 60% in size
# Target sequence (Q9UIF8 whole entry, looked up): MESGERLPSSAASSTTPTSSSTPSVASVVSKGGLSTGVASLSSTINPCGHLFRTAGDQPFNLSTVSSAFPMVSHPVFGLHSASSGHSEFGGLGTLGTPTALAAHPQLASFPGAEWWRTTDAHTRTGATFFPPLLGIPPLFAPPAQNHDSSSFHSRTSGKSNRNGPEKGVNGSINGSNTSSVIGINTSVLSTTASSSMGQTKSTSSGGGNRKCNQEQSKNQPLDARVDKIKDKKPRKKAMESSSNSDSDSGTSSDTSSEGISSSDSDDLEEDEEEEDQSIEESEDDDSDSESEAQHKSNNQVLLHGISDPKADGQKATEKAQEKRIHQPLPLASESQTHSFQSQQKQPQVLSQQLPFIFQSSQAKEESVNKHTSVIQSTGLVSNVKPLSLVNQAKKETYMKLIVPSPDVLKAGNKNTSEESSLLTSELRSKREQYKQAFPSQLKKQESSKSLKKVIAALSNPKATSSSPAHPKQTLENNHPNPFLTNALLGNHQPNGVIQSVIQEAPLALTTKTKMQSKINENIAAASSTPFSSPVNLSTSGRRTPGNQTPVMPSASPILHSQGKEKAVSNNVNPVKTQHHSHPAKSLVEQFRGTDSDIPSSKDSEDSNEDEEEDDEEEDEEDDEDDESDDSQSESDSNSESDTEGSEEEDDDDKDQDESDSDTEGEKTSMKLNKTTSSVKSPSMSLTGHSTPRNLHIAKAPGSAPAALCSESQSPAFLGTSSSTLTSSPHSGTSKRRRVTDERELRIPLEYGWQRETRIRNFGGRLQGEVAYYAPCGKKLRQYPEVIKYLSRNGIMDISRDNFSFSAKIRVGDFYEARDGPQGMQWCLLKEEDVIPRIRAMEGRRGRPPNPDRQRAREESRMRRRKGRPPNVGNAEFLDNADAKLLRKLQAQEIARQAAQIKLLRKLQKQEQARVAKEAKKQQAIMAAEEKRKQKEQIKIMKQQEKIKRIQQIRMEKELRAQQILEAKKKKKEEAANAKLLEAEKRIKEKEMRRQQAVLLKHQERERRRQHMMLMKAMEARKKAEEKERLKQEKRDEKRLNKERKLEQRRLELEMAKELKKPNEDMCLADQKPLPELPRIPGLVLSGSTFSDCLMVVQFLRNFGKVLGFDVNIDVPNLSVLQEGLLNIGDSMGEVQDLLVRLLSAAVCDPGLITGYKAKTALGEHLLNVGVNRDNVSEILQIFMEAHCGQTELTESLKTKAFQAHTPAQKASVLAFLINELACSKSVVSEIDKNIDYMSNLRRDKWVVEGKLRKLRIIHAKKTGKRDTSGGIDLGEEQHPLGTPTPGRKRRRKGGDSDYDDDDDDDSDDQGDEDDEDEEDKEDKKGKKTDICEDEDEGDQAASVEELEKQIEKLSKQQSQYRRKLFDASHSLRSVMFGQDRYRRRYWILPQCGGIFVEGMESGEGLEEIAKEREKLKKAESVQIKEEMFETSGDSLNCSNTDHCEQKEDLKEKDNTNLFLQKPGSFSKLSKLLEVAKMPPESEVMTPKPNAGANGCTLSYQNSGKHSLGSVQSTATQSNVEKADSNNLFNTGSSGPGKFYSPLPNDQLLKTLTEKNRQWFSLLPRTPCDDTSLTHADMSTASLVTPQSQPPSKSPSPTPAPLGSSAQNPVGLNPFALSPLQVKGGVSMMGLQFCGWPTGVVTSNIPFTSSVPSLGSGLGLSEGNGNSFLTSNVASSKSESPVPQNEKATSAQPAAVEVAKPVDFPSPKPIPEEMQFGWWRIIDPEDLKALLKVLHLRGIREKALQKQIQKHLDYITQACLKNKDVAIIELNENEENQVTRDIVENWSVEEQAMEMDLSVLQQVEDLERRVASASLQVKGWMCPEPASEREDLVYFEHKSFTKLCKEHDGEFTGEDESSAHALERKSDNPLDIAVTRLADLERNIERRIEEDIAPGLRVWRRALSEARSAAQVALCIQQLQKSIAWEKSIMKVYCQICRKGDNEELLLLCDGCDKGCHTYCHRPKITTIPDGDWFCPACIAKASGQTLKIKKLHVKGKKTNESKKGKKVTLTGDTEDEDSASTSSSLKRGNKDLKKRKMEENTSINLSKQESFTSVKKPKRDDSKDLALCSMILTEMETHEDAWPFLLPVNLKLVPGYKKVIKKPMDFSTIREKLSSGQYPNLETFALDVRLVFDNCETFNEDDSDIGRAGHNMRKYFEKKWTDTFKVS
#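 Protein-peptide AlphaScreen: BAZ2B 50 nM, b-H3K14Ac 50 nM, 1x PBS pH 7.4 + 0.01% Tween-20. Preincubation 30 min RT; cpd 30 min RT (top 110 uM); beads 20 min RT, light-protected.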
# HP1b chromo inh: HP1-beta chromodomain-methylated histone interaction inhibition; actives 0.56% (n = 390,000); P83916; AlphaScreen HP1-beta / biotin-H3K9me3 peptide binding; Potency, µM (titrated, usually from 114 µM), for inactives: at the top dose activity change, negative = inhibition, usual class: inhibitors; also: potency is read from the fitted curve at half-maximal effect; nearly all actives have a fitted effect of over 70% in size; inactives centre near 23
#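 HP1-beta protein (50 nM final) preincubated 30 min at room temperature with biotinylated H3(1-18)K9me3 peptide (50 nM) in PBS pH 7.4, 0.01% Tween-20, then compound added for 30 min. AlphaScreen streptavidin donor/nickel chelate acceptor beads (10 ug/mL final), 30 min dark, luminescence read.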
# The depositor's hits bear a star; i = inactive; ? = inconclusive; · = not tested or not shown; [ ] = another dose, or the depositor's remark. Unless noted, calls follow the shape of the dose curve; as a rule, active = well fitted curve in the direction sought with a large enough effect; inconclusive = small, poorly fitted or top-dose-only effect, or another doubt; inactive = no such curve, though single readings can be large; an effect the other way counts as inactive or inconclusive. A portion of the library; the hit share may differ from the screen's.
SMILES,JMJD2A Tudor inh,Pol eta inh,PI4K2A inh,Tb PGK inh,Pin1 inh,G9a inh,GLS inhibitor,BAZ2B block,HP1b chromo inh
C#CC1(NC(=O)NC(C)C)CCCCC1,0.7%,-13.6%,-0.4,-9.9%,-1.9%,16.6%[59 µM],-9.9%,2.8%,40.2%[activator]
C=C(C)C1CC=C(CN2CCN(Cc3ccccc3)CC2)CC1 (centres undefined),-21.8%,-12.6%,-6.2,-0.5%,2.1%,?,-3.0%,-35.4%,41.0%[activator]
CC(C)COCC1CC2(CC(C)C(=O)CC2=O)C(=O)O1 (centres undefined),-30.3%,-12.2%,-3.3,-1.1%,-7.0%,12.4%,0.4%,1.4%,38.7%
Cc1ccc(C(=O)Nc2cccnc2Oc2ccc(Cl)cc2)cc1,33.8%,-20.7%,-2.3,i,22.2%,·,-4.2%,2.0%,107.2%[activator]
CCOC(=O)/C=C/C(=O)Nc1ccccc1-c1ccccc1NC(=O)/C=C/C(=O)OCC,-13.8%,-10.1%,10.4,-4.0%,9.5%,-8.2%[59 µM],5.8%,1.5%,21.0%
CCOC(=O)/C(C#N)=C/c1c(N2CCN(c3ccccc3)CC2)nc2ccccn2c1=O,?,-12.1%,-0.4,-1.9%,?,-16.6%[2.33 µM],16.9%,?,1.8%
Cc1cccc(NC(=O)COC(=O)CN2C(=O)c3ccccc3C2=O)c1,·,-3.9%,3.3,i,·,·,0.4%,·,·
Cc1cc(C(=O)Nc2ccon2)ccc1[N+](=O)[O-],-9.3%,-6.5%,-2.3,i,-7.5%,·,2.7%,·,5.6%
COc1ccc(NC(=O)c2cc(C)no2)cc1Cl,-4.3%,-12.4%,0.7,i,-3.1%,-2.0%,-6.9%,6.2%,39.4%[activator]
CCCCNc1nc(Oc2ccc(=O)n(C)n2)nc(N(C)C)n1,-16.7%,·,8.2,·,0.4%,-1.8%[59 µM],-3.1%,-0.6%,4.6%
O=C(CSCc1nc2ccccc2[nH]1)N1CCN(c2ccc(F)cc2)CC1,-31.3%,-9.7%,-1.8,i,9.7%,?,40.7%[activator],-38.3%,22.3%
Cc1ccc(NC(=O)c2cc3ccccc3cc2O)cc1,-12.7%,-3.6%,4.9,-1.4%,-2.1%,7.9%,-0.2%,-16.9%,22.7%
Cc1ccccc1NC(=O)C1CCCN1/C=C/C(=O)C(F)(F)F (centres undefined),-14.7%,-4.6%,0.9,-6.2%,-3.7%,-5.1%,4.3%,1.4%,26.2%
Cc1noc(/C=C/c2ccco2)c1S(=O)(=O)N1CCC(C(=O)NC(C)c2ccccc2)CC1 (centres undefined),-10.4%,-10.7%,-29.1,4.1%,41.0%[activator],?,0.3%,-2.8%,16.7%
CCCCN(CC)CCCNC(=O)c1nn(-c2ccc(OC)cc2)c(=O)c2c1c1ccccc1n2C,-20.7%,·,1.6,·,-7.3%,-0.1%[59 µM],-0.3%,·,11.7%
O=C(Nc1ccc(Cl)cn1)c1ccc(Oc2ccccc2)cc1,34.8%,7.7%,-8.4,-9.7%,3.4%,62.4%[activator][59 µM],4.8%,15.0%,124.5%[activator]
O=c1[nH]c(-c2ccccc2)nc2sc(-c3ccccc3)cc12,19.9%,-20.8%,-0.1,-3.9%,-2.6%,-9.3%,-12.7%,-2.7%,33.8%
O=C(CCS(=O)(=O)c1cc(Br)cc2c1N(C(=O)C1CC1)CC2)NCc1ccco1,-16.5%,?,2.4,-10.8%,-5.3%,-8.3%[12.7 µM],-11.4%,-8.4%,16.8%
Cc1cc(N2CCCC2=O)cc(C)c1S(=O)(=O)NCCOc1ccc(C(C)(C)C)cc1,-20.3%,-17.7%,-1.1,-4.8%,1.1%,4.3%[59 µM],-0.7%,-4.2%,34.3%
CCOc1ccccc1NC(=O)CSc1nccn1-c1ccccc1,-33.3%,0.9%,1.6,-2.6%,-1.8%,?,5.1%,50.1µM*,-20.6%
Cc1ccc(CNC(=O)c2ccc3c(=O)c(O)c(-c4ccc(C)cc4)[nH]c3c2)cc1,-25.4%,-14.1%,2.7,-1.1%,6.4%,28.8%[59 µM],3.8%,-8.9%,29.4%
CCn1c(/N=C/c2ccccc2O)nc2ccccc21,-3.4%,6.9%,-0.4,0.4%,5.7%,19.3%,0.6%,8.1%,18.1%
NC(=O)C1CCCN(C(=O)c2ccc(Cl)cc2)C1 (centres undefined),-17.9%,7.7%,7.3,i,-5.5%,2.9%[12.7 µM],1.5%,-1.2%,17.0%
CCOC(=O)c1ccc(NC(=O)CSc2nnc(CNC(=O)c3ccco3)o2)cc1,-14.5%,12.0%,2.4,-10.5%,-6.7%,1.2%,2.5%,-13.8%,19.7%
Cc1cc(Br)cc(C)c1NC(=O)c1cnc2ccccn2c1=O,-4.4%,-11.3%,0.8,4.3%,2.4%,3.4%[59 µM],-8.0%,1.3%,25.4%
# Following part.
SMILES,JMJD2A Tudor inh,Pol eta inh,PI4K2A inh,Tb PGK inh,Pin1 inh,G9a inh,GLS inhibitor,BAZ2B block,HP1b chromo inh
O=C(Nc1ccccc1C(F)(F)F)c1cc(-c2ccc(O)cc2)on1,-9.0%,-7.7%,0.4,-5.1%,-2.4%,-22.4%,7.4%,0.7%,20.1%
Cc1ccc(-n2nc3c(=O)n(CCCC(=O)N4CCC(C)CC4)nc(C)c3c2C)cc1,-8.9%,-11.7%,7.9,-2.8%,-9.7%,11.0%,2.0%,-15.4%,44.6%[activator]
COc1cccc(-c2c(C#N)c(N)nc3c2c(C)nn3-c2ccccc2)c1O,-25.3%,-9.0%,1.3,2.1%,24.0%,5.9%,10.8%,-9.3%,15.0%
COCCCNC(=O)C1CCCN(S(C)(=O)=O)C1 (centres undefined),-1.3%,-24.0%,3.2,-4.5%,-3.4%,70.8µM*,0.2%,-12.0%,25.4%
Nn1c(Cc2cccc3ccccc23)nnc1SC1CCOC1=O (centres undefined),89.1µM*,8.9%,1.3,-7.1%,?,?,-15.7%,-37.1%,36.7%
CN1CCN(C(=O)CCn2c(=S)[nH]c3ccccc3c2=O)CC1,·,-7.4%,-4.1,-9.5%,·,·,2.5%,·,·
Cc1cccc(CC(=O)NCCN2CCCCC2)c1,-5.5%,-3.2%,-6.6,-8.4%,0.9%,-11.0%,34.4%[activator],-13.4%,5.7%
CCCC(=O)Nc1sc(C)c(-c2ccc(C(C)CC)cc2)c1C#N (centres undefined),-10.9%,-7.1%,1.9,2.4%,5.9%,5.8%,0.8%,-36.7%,16.2%
COc1ccc(CNC(=O)CSc2ncc3c(n2)-c2cc(Cl)ccc2N(Cc2ccccc2)S3(=O)=O)cc1,8.1%,-0.7%,0.9,0.4%,34.7%[activator],7.1%[59 µM],0.9%,-3.8%,15.1%
COc1ccc(-n2c(=O)c3c4c(sc3n3c(=S)[nH]nc23)CCCC4)cc1,56.2µM*,-8.6%,-2.4,-10.0%,5.0%,?,?,-6.7%,6.0%
Cc1ccc(S(=O)(=O)Nc2ccccc2F)cc1C(=O)NNC(=O)c1ccccc1O,-15.6%,-14.3%,3.9,-1.6%,-10.2%,29.0%[2.33 µM],-3.9%,-34.5%,39.0%[activator]
COc1cccc(-c2sc3ccc(OC)cc3c2-c2ccc(OCCN3CCCCC3)cc2)c1,?,-6.6%,1.4,-1.6%,4.5%,·,6.2%,·,?
CCOc1cc(C(=O)N2CCC(CC3CC(c4ccccc4)=NO3)(C(=O)NCc3ccc(OC)cc3)CC2)cc(OCC)c1OCC (centres undefined),-29.4%,-16.7%,-0.6,-5.0%,20.8%,·,5.4%,·,19.9%
O=C1CC(c2ccc3ccccc3c2)NN1 (centres undefined),-31.2%,-17.5%,-0.8,6.3%,0.3%,8.2%[0.501 µM],-12.6%,-9.5%,43.5%[activator]
O=C(Nc1cccc(C(F)(F)F)c1)c1cccc(C(=O)Nc2cccc(C(F)(F)F)c2)c1,-12.4%,-24.2%,3.1,-6.6%,1.8%,-2.2%[59 µM],-0.3%,-3.3%,9.2%
O=C1CN(S(=O)(=O)c2cccc(Cl)c2Cl)c2ccccc2N1,-9.8%,-8.1%,-4.0,i,1.4%,50.1µM*,8.2%,3.4%,14.4%
Cc1cccc(C)c1NC(=O)Cn1c(SCC(=O)NCc2ccccc2)nc2ccccc21,-15.2%,-1.3%,-4.1,0.0%,14.2%,1.4%[59 µM],-9.4%,-15.4%,1.0%
Cc1ccc(SC(CC(=O)c2ccc(C(C)(C)C)cc2)C(=O)O)cc1 (centres undefined),-4.9%,-12.2%,-11.5,i,10.1%,?,-2.1%,?,35.8%
CCOC(=O)c1cccc(Nc2nc(C)cc(C)n2)c1,-17.1%,-9.0%,-10.6,3.6%,0.9%,-13.4%[59 µM],-0.5%,0.7%,40.2%[activator]
Cc1c(C(=O)NC(C)c2ccc(-n3ccnc3)cc2)cccc1[N+](=O)[O-] (centres undefined),-8.1%,-10.8%,3.3,8.4%,-6.4%,38.5%,3.7%,-23.3%,28.9%

# Compound activity: PubChem, National Center for Advancing Translational Sciences (NCATS)
